Source: PubChem BioAssay
SENP1 FRET inh – human SENP1 catalytic domain inhibitors, primary screen, biochemical, FRET, uHTS; recombinant SENP1 catalytic domain, CyPet-SUMO1-YPet FRET cleavage; inhibition, % at 10 µM; AID 624204, 2012; Sentrin-specific protease 1 (Homo sapiens), Q9P0U3; 360,000 compounds, 0.21% hits;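 active means inhibition at least 30% at 10 µM, raw YFP signal under a set limit, fluorescence ratio 0.5 to 1.5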;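 further: 0% = enzyme with DMSO and 100% = no enzyme wells; some results filed as inactive read as strong as hits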
Target sequence (Q9P0U3 419-644 limits assumed): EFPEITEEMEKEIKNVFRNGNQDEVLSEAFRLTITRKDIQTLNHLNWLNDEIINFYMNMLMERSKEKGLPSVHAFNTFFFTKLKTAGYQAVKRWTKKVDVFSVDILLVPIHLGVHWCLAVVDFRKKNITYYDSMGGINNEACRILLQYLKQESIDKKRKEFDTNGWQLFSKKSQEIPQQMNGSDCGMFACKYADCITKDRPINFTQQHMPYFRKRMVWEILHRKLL
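Test system: recombinant human SENP1 catalytic domain, His6-tagged / Medium: pH 8 Tris buffer with EDTA, NaCl, BME, BSA, NP40, catalase / Also added: SUMO1 FRET substrate flanked by Cypet and Ypet, 25 nM / Times: 50 min reaction at room temperature / Signal: FRET, CFP and YFP emission / Control set: no-enzyme low control and enzyme-plus-DMSO high control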
PfGluPho inh – PfG6PD enzyme inhibitors, primary screen, biochemical, fluorescence intensity, uHTS | PfGluPho enzyme, NADPH resazurin-diaphorase fluorescence | inhibition, % at 20 µM | 350,000 compounds, 0.78% hits | AID 504690, 2011;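 active means inhibition reaching at least a set limit at 20 µM in the primary screen, cut at about 59% in these data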;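 further: 0% = DMSO wells with substrate and 100% = DMSO wells lacking glucose-6-phosphate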
SENP8 block-1 – SENP8 protease inhibitors, primary screen, biochemical, luminescence. 330,000 compounds, 1.2% hits. AID 2540, 2010. Sentrin-specific protease 8 (Homo sapiens), Q96LD8. purified SENP8, Z-RLRGG-aminoluciferin cleavage. inhibition, % at 10 µM; in the data active means inhibition above about 50%
Target sequence (Q96LD8 whole entry, looked up): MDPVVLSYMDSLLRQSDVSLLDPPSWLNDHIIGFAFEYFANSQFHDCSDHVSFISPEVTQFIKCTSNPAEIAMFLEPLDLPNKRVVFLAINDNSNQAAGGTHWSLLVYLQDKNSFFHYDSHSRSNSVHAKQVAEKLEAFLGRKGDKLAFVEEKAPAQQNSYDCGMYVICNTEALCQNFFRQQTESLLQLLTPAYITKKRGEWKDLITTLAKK
SENP6 inh – SENP6 protease inhibitors, primary screen, biochemical, luminescence, uHTS; Sentrin-specific protease 6 (Homo sapiens), Q9GZR1; inhibition, % at 10 µM; 330,000 compounds, 1.8% hits; Recombinant SENP6 catalytic domain, aminoluciferin luminescence; AID 2599, 2010;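 active means inhibition above about 50% at the single tested dose, limit read from the data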;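 further: plate controls were DMSO wells with enzyme for no effect and DMSO wells lacking enzyme for full effect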
Target sequence (Q9GZR1 628-1112 limits assumed): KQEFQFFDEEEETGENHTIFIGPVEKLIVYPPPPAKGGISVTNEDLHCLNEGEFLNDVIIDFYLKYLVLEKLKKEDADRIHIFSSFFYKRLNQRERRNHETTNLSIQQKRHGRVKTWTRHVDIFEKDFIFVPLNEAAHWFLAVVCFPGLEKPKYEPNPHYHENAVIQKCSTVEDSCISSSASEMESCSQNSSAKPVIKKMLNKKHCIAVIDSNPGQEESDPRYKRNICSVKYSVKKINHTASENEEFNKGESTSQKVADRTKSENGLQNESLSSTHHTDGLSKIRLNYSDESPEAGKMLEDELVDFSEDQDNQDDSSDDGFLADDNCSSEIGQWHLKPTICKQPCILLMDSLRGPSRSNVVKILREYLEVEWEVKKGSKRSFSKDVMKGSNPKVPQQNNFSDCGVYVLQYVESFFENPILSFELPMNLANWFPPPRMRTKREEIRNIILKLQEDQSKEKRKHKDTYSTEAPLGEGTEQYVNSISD
Apaf-1 inh – inhibitors of human Apaf-1 apoptosome, primary screen, biochemical, DEVD-Rh110 fluorescence, uHTS; Apoptotic protease-activating factor 1 (Homo sapiens), O14727; reconstituted apoptosome caspase-3 activity; inhibition, % at 20 µM; 330,000 compounds, 0.71% hits; active means inhibition of at least 40% at 20 µM;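 further: plate controls were DMSO wells for no effect and DEVD-CHO caspase inhibitor wells for full effect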
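System: Apoptosome proteins | Medium: Hepes pH 7.5 with detergent and BSA | Also added: Cytochrome c trigger plus (Z-DEVD)2-Rh110 caspase-3 substrate | Incubation: 30 min compound preincubation, 50 min activation, room temperature | Detection: Rhodamine 110 fluorescence at Ex 480/Em 540 nm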
SENP8 block-2 – human SENP8 protease inhibitors, primary screen, biochemical, fluorescence, Nedd8 protein substrate, uHTS; Sentrin-specific protease 8 (Homo sapiens), Q96LD8; recombinant SENP8; inhibition, % at 20 µM; 360,000 compounds, 0.64% hits; AID 602440, 2012; in the data active means inhibition mostly above about 40%, no sharp cut-off; inactive means mostly below about 27%
HKDC1 inhibitor – HKDC1 hexokinase inhibitors, primary screen, biochemical, fluorescence, uHTS; AID 493160, 2011; 340,000 compounds, 0.16% hits; recombinant HKDC1, G6PDH/diaphorase resazurin coupled fluorescence; inhibition, % at 20 µM;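 active means inhibition above about 35% when tested at 20 µM, limit read from the data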;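 further: plate controls were DMSO wells with enzyme for no effect and DMSO wells lacking enzyme for full effect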
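Test system: Recombinant HKDC1 (HK5) hexokinase enzyme, produced in-house | Input: HKDC1 at 5 µg/mL | Buffer or medium: Tris pH 8.0 buffer with MgCl2, Tween-20, BSA, BME | Schedule: 90 min reaction incubation at room temperature, dark | Technique: Resazurin-to-resorufin fluorescence via G6PDH and diaphorase coupling, 525/613 nm | Controls: DMSO wells with and without enzyme mix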
SENP7 inh – SENP7 protease inhibitors, primary screen, biochemical, luminescence, uHTS. inhibition, % at 5 µM. recombinant SENP7, Z-RLRGG-aminoluciferin luminescence, 40 min. Sentrin-specific protease 7 (Homo sapiens), Q9BQF6. 330,000 compounds, 1.5% hits. AID 434973, 2010;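 active means inhibition above about 50% at the single test dose, limit read from the data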;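 further: plate controls were DMSO with enzyme for no effect and no enzyme buffer wells for full effect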
Active calls of the source: *; i = inactive; · = no result given.

1	Cc1ccc2c(c1)N(S(=O)(=O)c1ccc(F)cc1)C(C(C)(C)C)CO2 (stereo not drawn)
2	COCCN1C(=O)c2oc3cc(C)c(C)cc3c(=O)c2C1c1ccc(O)cc1 (stereo not drawn)
3	CCOc1ccccc1NC(=O)COC(=O)c1c(CC)noc1C
4	COc1ccc(/C=C/C(=O)c2cc(F)ccc2OC(=O)c2ccccc2OC)cc1OC
5	CC1CCc2cc(F)ccc2N1C(=O)c1ccncc1 (stereo not drawn)
6	NS(=O)(=O)c1ccc(CCNC(=O)Cc2c[nH]c3ccccc23)cc1
compound no.,1,2,3,4,5,6
SENP1 FRET inh,0,2,1,-9,2,-3
PfGluPho inh,1,4,-5,12,-7,13
SENP8 block-1,-3,-1,6,·,-1,-4
SENP6 inh,-5,11,-3,·,5,1
Apaf-1 inh,13,4,-3,·,-3,-10
SENP8 block-2,7,23,7,-133,17,14
HKDC1 inhibitor,2,0,-7,10,-2,-9
SENP7 inh,-9,10,8,·,2,7

7	CCOC(=O)N1CCN(CCC(=O)Nc2ccc(Br)c(C)c2)CC1
8	Cc1cc(C)c[n+](C(C)C(=O)c2ccc(-c3ccccc3)cc2)c1 (stereo not drawn)
9	O=C(NCCCN1CCOCC1)/C(=C/c1ccc(F)cc1)NC(=O)c1ccccc1
10	CCOc1ccc2cc(C#N)c(SCC(=O)N3CCC(C)CC3)nc2c1
11	Cc1cc2nccc(-c3ccc(OCCCF)cc3)n2n1
12	Cc1ccc(C)c(NC(CC(=O)c2ccccc2)C(=O)OCC(=O)c2cccs2)c1 (stereo not drawn)
compound no.,7,8,9,10,11,12
SENP1 FRET inh,0,3,0,-51,-36,-1
PfGluPho inh,7,0,-7,1,4,18
SENP8 block-1,3,-5,-2,9,2,-9
SENP6 inh,7,-12,11,-3,-8,-37
Apaf-1 inh,-1,0,-6,32,0,5
SENP8 block-2,15,-20,9,-254,-316,10
HKDC1 inhibitor,-2,-9,-2,-5,-2,-2
SENP7 inh,8,5,6,5,6,-4

13	COCCNC(=O)c1ccc(-n2c(SCc3cc(F)ccc3F)nc3ccccc3c2=O)cc1
14	CCCCN(CCCC)c1cn[nH]c(=O)c1Cl
15	O=C(NNC(=S)Nc1ccc(Cl)cc1Cl)c1ccc(N2CCOCC2)c([N+](=O)[O-])c1
16	CCOC(=O)CSc1nnc(CNC(=O)c2cc(OCC)c(OCC)c(OCC)c2)n1C
17	O=C1CCC(C(=O)Nc2cccc(S(=O)(=O)N3CCOCC3)c2)N1 (stereo not drawn)
18	CCOc1ccc(C(=O)N2CCN(c3cnn(-c4ccccc4)c(=O)c3Cl)CC2)cc1
compound no.,13,14,15,16,17,18
SENP1 FRET inh,1,-1,1,1,0,0
PfGluPho inh,-17,-3,-8,10,-7,1
SENP8 block-1,8,9,-6,0,3,0
SENP6 inh,0,-5,-9,-3,9,-15
Apaf-1 inh,-8,19,8,2,-17,4
SENP8 block-2,16,21,18,16,14,24
HKDC1 inhibitor,-6,-5,11,-13,-1,-6
SENP7 inh,0,-2,-6,7,0,0

19	CN(CC(=O)NCCc1ccccc1)S(=O)(=O)c1ccc(Br)s1
20	Cn1nnnc1SCc1ccc(C(=O)Nc2ccccc2F)cc1
21	COc1ccc(OC)c2[nH]c(=O)c(CCNS(=O)(=O)c3ccc(C)cc3)cc12
22	CC(=O)Nc1ccc(C(=O)COC(=O)c2ccco2)c(F)c1
23	O=C(Nc1c[nH]c(=O)[nH]c1=O)OCc1ccccc1
24	COc1cccc(-c2csc3ncnc(Sc4nnnn4C)c23)c1
compound no.,19,20,21,22,23,24
SENP1 FRET inh,0,-2,4,-1,-14,-1
PfGluPho inh,-5,-7,47,3,2,-17
SENP8 block-1,-3,-3,5,-3,·,8
SENP6 inh,7,0,-3,10,·,4
Apaf-1 inh,9,8,4,2,·,17
SENP8 block-2,19,19,-346,8,3,15
HKDC1 inhibitor,-2,5,32,-2,-6,5
SENP7 inh,-10,10,5,4,·,9

25	COc1ccc(NC(=O)CN(c2cccc(C(F)(F)F)c2)S(C)(=O)=O)cc1OC
26	Cc1cccc(NC(=O)COC(=O)c2ccc(S(=O)(=O)N3CCCC3)cc2)c1
27	CCc1ccc2nc(N(CCCN(C)C)C(=O)c3ccc4c(c3)OCCO4)sc2c1
28	O=C(N/N=C/c1cccnc1)c1cccc(NC(=O)c2ccccc2Cl)c1
29	NC(=O)c1ccccc1NS(=O)(=O)c1ccc(S(=O)(=O)N2CCCC2)cc1
30	CC(NC(=S)Nc1ccc(F)cc1)c1ccccc1 (stereo not drawn)
compound no.,25,26,27,28,29,30
SENP1 FRET inh,-1,0,1,1,0,2
PfGluPho inh,14,-12,2,10,-18,-4
SENP8 block-1,3,-3,-7,1,-4,0
SENP6 inh,-4,5,-2,-20,-4,4
Apaf-1 inh,-9,7,10,3,1,-10
SENP8 block-2,14,5,9,3,-2,13
HKDC1 inhibitor,1,-5,4,-6,1,0
SENP7 inh,-1,-8,-7,-2,10,-4

31	O=C(CN(Cc1ccccc1)S(=O)(=O)c1ccc(F)cc1)NCCC1=CCCCC1
32	S=c1[nH]nc(-c2ccc(Cl)cc2)n1/N=C/C=C/c1ccco1
33	O=C(Cc1c[nH]c2ccccc12)NC1(C(=O)NC2CCCCC2)CCCCC1
34	CCN(C(=O)COC(=O)c1ccc2c(c1)OCO2)c1c(N)n(Cc2ccccc2)c(=O)[nH]c1=O
35	CCc1c(C)nc(SCC(=O)Nc2ccc3c(c2)OCCO3)[nH]c1=O
36	O=C(Cc1n[nH]c(=O)[nH]c1=O)N/N=C/c1cccc(O)c1
compound no.,31,32,33,34,35,36
SENP1 FRET inh,0,-1,0,-1,2,0
PfGluPho inh,13,17,-10,3,1,-14
SENP8 block-1,5,3,0,2,1,-5
SENP6 inh,-4,-13,1,-1,11,-2
Apaf-1 inh,28,14,-6,4,12,10
SENP8 block-2,11,18,5,23,2,15
HKDC1 inhibitor,-3,0,-9,-7,-13,1
SENP7 inh,3,-4,9,-7,4,-22

Looked up by compound from above, six records:
26	Cc1cccc(NC(=O)COC(=O)c2ccc(S(=O)(=O)N3CCCC3)cc2)c1
16	CCOC(=O)CSc1nnc(CNC(=O)c2cc(OCC)c(OCC)c(OCC)c2)n1C
22	CC(=O)Nc1ccc(C(=O)COC(=O)c2ccco2)c(F)c1
25	COc1ccc(NC(=O)CN(c2cccc(C(F)(F)F)c2)S(C)(=O)=O)cc1OC
10	CCOc1ccc2cc(C#N)c(SCC(=O)N3CCC(C)CC3)nc2c1
29	NC(=O)c1ccccc1NS(=O)(=O)c1ccc(S(=O)(=O)N2CCCC2)cc1
compound no.,26,16,22,25,10,29
SENP1 FRET inh,0,1,-1,-1,-51,0
PfGluPho inh,-12,10,3,14,1,-18
SENP8 block-1,-3,0,-3,3,9,-4
SENP6 inh,5,-3,10,-4,-3,-4
Apaf-1 inh,7,2,2,-9,32,1
SENP8 block-2,5,16,8,14,-254,-2
HKDC1 inhibitor,-5,-13,-2,1,-5,1
SENP7 inh,-8,7,4,-1,5,10

(next part)
37	CCCCn1cnc2sc(-c3ccccc3)cc2c1=O
38	Cc1ccc(NC(=O)Cn2nc(-c3ccccc3Cl)ccc2=O)c(Br)c1
39	CCOc1ccc(NS(=O)(=O)c2ccc3[nH]cc(C(=O)N(CC)CC)c(=O)c3c2)cc1
40	CCN(CC)CCCNC(=O)C(C)Sc1nc(-c2ccccc2)cc(C(F)(F)F)n1 (stereo not drawn)
41	O=C(COC(=O)C1CCC(=O)N1)Nc1ccc(Oc2ccccc2)cc1 (stereo not drawn)
42	S=c1[nH]nc(COc2ccccc2)n1/N=C/c1ccco1
compound no.,37,38,39,40,41,42
SENP1 FRET inh,0,0,2,3,1,2
PfGluPho inh,-3,-16,-6,3,-14,14
SENP8 block-1,-10,6,-4,3,-10,2
SENP6 inh,26,-4,0,-2,-12,-3
Apaf-1 inh,12,4,-2,7,3,-4
SENP8 block-2,-18,5,-10,31,10,13
HKDC1 inhibitor,-3,1,-4,-7,-8,-10
SENP7 inh,-5,9,-1,4,-6,-6

43	CCCn1ncc2c(Nc3ccc(C)c(C)c3)ncnc21
44	COCCNC(=O)C1CCC(CNS(=O)(=O)c2c(C)cc(C)cc2C)CC1 (stereo not drawn)
45	Cc1ccc(C(=O)NCC(=O)OCN2C(=O)c3ccccc3C2=O)cc1C
46	CCS(=O)(=O)Nc1ccc(-c2nnc(SCC(=O)c3cccc(OC)c3)o2)cc1
47	CCN(CC(=O)Nc1c(F)cccc1F)C(=O)c1ccc(N2CCCCC2)c([N+](=O)[O-])c1
48	CCCCC(=O)NCCNC(=O)c1cc(OCC(F)(F)F)ccc1OCC(F)(F)F
compound no.,43,44,45,46,47,48
SENP1 FRET inh,0,0,-1,0,3,2
PfGluPho inh,42,7,-3,-5,3,-16
SENP8 block-1,1,-11,-5,-2,3,-1
SENP6 inh,2,-15,-12,13,16,-4
Apaf-1 inh,14,7,-2,-4,8,-2
SENP8 block-2,-26,19,14,-6,8,31
HKDC1 inhibitor,2,-8,-3,-5,-4,-8
SENP7 inh,-9,-12,7,-1,10,-8

49	Oc1ccc(Br)cc1-c1nc2cnccn2c1NC1CCCCC1
50	CO/N=C/C(C#N)=C/c1ccc(OC)cc1
51	CC(=O)N(CC1CCCO1)c1nnc(-c2ccccn2)s1 (stereo not drawn)
52	COc1ccc(CNc2nc3ccccc3n2Cc2ccc(Cl)cc2)cc1OC
53	Cc1ccc(NC(=O)[C@H](C)NC(=O)C2CCN(C(=O)[C@@H](NC(=O)OC(C)(C)C)C(C)C)CC2)cc1
54	OC(CNCc1ccncc1)c1ccccc1 (stereo not drawn)
compound no.,49,50,51,52,53,54
SENP1 FRET inh,-23,0,4,-3,0,-1
PfGluPho inh,-9,5,-3,4,0,4
SENP8 block-1,-10,-6,1,-4,-8,5
SENP6 inh,-36,22,-1,-8,-21,-10
Apaf-1 inh,14,3,6,1,7,-8
SENP8 block-2,-360,5,-32,13,13,13
HKDC1 inhibitor,3,-8,-4,-10,-2,-6
SENP7 inh,21,1,13,-1,-5,-6

55	CCCn1c(NCc2ccccn2)nc2ccccc21
56	COc1cccc(-c2cc3c(-n4cccc4)ncnc3o2)c1
57	c1ccc(N2CCN(c3ncnc4c3oc3ccccc34)CC2)cc1
58	COc1ccc(/C=N/NC(=O)C2COc3ccccc3O2)cc1OC (stereo not drawn)
59	CC(=O)c1cc(NC(=O)c2cccc(C(F)(F)F)c2)c(=O)oc1/C=C/N(C)C
compound no.,55,56,57,58,59
SENP1 FRET inh,-2,-33,2,0,-20
PfGluPho inh,-7,14,5,-11,10
SENP8 block-1,-4,-1,5,1,0
SENP6 inh,1,1,-1,0,-2
Apaf-1 inh,2,14,20,-17,2
SENP8 block-2,2,i,-37,1,-2
HKDC1 inhibitor,1,7,6,3,-6
SENP7 inh,3,7,1,8,-3
